Screening results (PubChem)
Mdm2 MdmX PPI: inhibitors of human Mdm2/MdmX interaction. AID 485346. SaOS-2 split-luciferase Mdm2/MdmX complementation, luminescence. O15151+Q00987. 330,000 compounds, 3% hits. inhibition, % at 8 µM;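 active means inhibition of at least 50% at 8 µM in the primary screen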
UPR CHOP act: activators of apoptotic arm of unfolded protein response (CHOP); CHO-CHOP luciferase reporter, UPR activation, luminescence; percent of tunicamycin response over DMSO baseline; activation, % at 10 µM; 330,000 compounds, 0.34% hits; AID 449763;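 active means at 10 µM dose, activation of 40% or more, normalized to positive control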;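 further: 100% = tunicamycin at 10 µg/mL and 0% = DMSO alone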
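Material: CHO-CHOP cells, stable luciferase reporter of PERK-eIF2a-CHOP signalling; quantity: 500 reporter cells seeded per well; buffer or medium: F12 medium containing 10% fetal bovine serum; compound: one dose, 10 µM in 0.5% DMSO; incubation: 6 h compound treatment, 37 °C; measured by: Steady-Glo luciferase luminescence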
UPR XBP1 act: adaptive UPR (XBP1) activation | 330,000 compounds, 0.33% hits | CHO-XBP1 luciferase reporter, IRE1-XBP1 UPR activation, luminescence; percent of tunicamycin response, DMSO as zero | AID 463104 | activation, % at 20 µM;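 active means versus positive control, 20 µM dose yields 30% or more activation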;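 further: 100% = tunicamycin at 10 µg/mL and 0% = DMSO only wells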
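incubation = overnight seeding at 37 °C, 6 h compound treatment at 37 °C | assay system = CHO-XBP1 cells stably carrying IRE1-XBP1-driven luciferase reporter | input = 1000 cells per well | detection = luciferase luminescence | dosing = single point, 20 µM final compound, 1% DMSO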
Gli-Sufu block: Gli-Sufu pathway antagonism. Sufu-KO-LIGHT fibroblasts, Gli luciferase reporter luminescence. inhibition, % at 5 µM. 340,000 compounds, 0.74% hits;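 active means inhibition above about 55%, limit read from the data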;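 further: 0% = DMSO-treated cells and 100% = wells with medium but no cells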
697 NFkB inh: inhibitors of the PMA/ionomycin-induced NF-kB reporter in 697 B cells. 697 B-cell NF-kB luciferase reporter, 16 h. inhibition, % at 4 µM. 330,000 compounds, 0.33% hits. AID 435022; in the data active means inhibition above about 35%
CXCR6 inh: blocks human CXCR6 beta-arrestin recruitment; O00574; CHO-K1 PathHunter CXCR6 beta-arrestin, luminescence; inhibition, % at 20 µM; 360,000 compounds, 0.36% hits; AID 602244; in the data active means inhibition above about 34%, passing the limit was not always enough;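 further: antagonist mode with CXCL16 agonist at 10 nM final; 0% = 10 nM CXCL16 with DMSO and 100% = unstimulated wells without agonist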
Target sequence (O00574 whole entry, looked up): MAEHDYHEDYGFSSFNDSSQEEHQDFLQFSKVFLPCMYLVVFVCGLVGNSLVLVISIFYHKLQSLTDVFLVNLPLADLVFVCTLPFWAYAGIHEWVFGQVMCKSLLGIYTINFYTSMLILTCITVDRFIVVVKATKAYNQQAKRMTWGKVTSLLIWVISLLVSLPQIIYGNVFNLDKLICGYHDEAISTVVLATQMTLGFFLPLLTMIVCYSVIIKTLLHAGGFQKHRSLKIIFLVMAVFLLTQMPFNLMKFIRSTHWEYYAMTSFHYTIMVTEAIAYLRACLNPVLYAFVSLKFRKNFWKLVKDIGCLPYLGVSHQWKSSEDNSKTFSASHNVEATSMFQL
CCR6 antag: antagonists of human CCR6 receptor | CHO-K1 CCR6 PathHunter beta-arrestin, luminescence, CCL20-stimulated | 340,000 compounds, 0.49% hits | inhibition, % at 20 µM | AID 493098;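 active means compounds whose inhibition of the agonist-driven luminescence signal at 20 µM reaches about 50%, limit read from the data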;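 further: cells stimulated with CCL20 at 14 nM final; plate controls were DMSO with CCL20 for no effect and DMSO without agonist for full effect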
Target sequence (P51684 whole entry, looked up): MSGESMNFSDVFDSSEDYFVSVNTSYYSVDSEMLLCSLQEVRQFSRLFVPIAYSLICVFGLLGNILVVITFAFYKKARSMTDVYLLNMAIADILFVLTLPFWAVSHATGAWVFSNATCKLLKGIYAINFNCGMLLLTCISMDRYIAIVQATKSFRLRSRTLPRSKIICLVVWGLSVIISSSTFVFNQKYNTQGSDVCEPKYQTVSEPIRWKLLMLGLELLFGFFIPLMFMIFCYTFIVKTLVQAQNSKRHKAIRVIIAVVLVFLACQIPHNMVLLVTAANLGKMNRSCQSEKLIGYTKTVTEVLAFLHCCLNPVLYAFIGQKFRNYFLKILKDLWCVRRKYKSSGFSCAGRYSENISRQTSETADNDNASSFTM
EBI2 block: blocks human EBI2 receptor beta-arrestin signaling; P32249; EBI2 beta-arrestin recruitment, luminescence, 7a,25-OHC stimulated; inhibition, % at 5 µM; 360,000 compounds, 0.81% hits; AID 651636; in the data active means inhibition above about 38%;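 further: enzyme fragment complementation signal reports receptor beta-arrestin coupling in cells; 0% = agonist plus DMSO wells and 100% = wells without agonist; some results beyond the cut were filed as inactive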
Target sequence (P32249 whole entry, looked up, the tested form may be a part): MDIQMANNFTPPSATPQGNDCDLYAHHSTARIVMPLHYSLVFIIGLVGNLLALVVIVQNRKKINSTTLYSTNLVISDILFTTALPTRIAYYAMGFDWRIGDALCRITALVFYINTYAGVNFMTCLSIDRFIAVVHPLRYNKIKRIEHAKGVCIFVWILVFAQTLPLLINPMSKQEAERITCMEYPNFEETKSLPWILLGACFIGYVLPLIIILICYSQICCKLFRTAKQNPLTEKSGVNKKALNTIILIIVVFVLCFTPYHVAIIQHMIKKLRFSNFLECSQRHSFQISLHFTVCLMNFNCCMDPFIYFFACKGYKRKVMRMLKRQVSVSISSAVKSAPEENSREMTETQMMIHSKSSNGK
Jurkat NFkB inh: inhibitors of the PMA/ionomycin-induced NF-kB reporter in Jurkat cells. PMA/ionomycin-induced NF-kB luciferase reporter, luminescence. inhibition, % at 4 µM. 330,000 compounds, 0.53% hits. AID 435003; in the data active means inhibition above about 50%
The depositor's hits bear a star. Hits appear at their usual frequency; overall some 5% were active at least once.

`Cc1nc(-c2ccc3c(c2)OCCCO3)cs1` gave Mdm2 MdmX PPI -47, UPR CHOP act 7.0, UPR XBP1 act 7, Gli-Sufu block -51, 697 NFkB inh -128, CXCR6 inh 3, CCR6 antag -3, EBI2 block -9 and Jurkat NFkB inh -106.
`Cc1ccc(C(=O)Nc2ccc(C(=O)O)cc2)cc1S(=O)(=O)NCc1ccccc1` gave Mdm2 MdmX PPI -11, UPR CHOP act 1.2, UPR XBP1 act 1, Gli-Sufu block -10, 697 NFkB inh 17, CXCR6 inh 3, CCR6 antag 6, EBI2 block 2 and Jurkat NFkB inh 10.
`CCCCn1c(SCC(=O)NCCc2ccc(OC)c(OC)c2)nc2c1c(=O)n(C)c(=O)n2C` gave Mdm2 MdmX PPI 7, UPR CHOP act -1.5, UPR XBP1 act -2, Gli-Sufu block -3, 697 NFkB inh 23, CXCR6 inh 1, CCR6 antag 7, EBI2 block -6 and Jurkat NFkB inh -7.
For COc1ccc(C(C(=O)NCc2ccccc2)N(C(=O)c2snc(C(N)=O)c2N)C2CCCC2)cc1 (configuration not stated) the results were Mdm2 MdmX PPI 21, UPR CHOP act 0.7, UPR XBP1 act 3, Gli-Sufu block 24, 697 NFkB inh -5, CXCR6 inh 10, CCR6 antag 35, EBI2 block -7 and Jurkat NFkB inh -1.
Screening O=C(Nc1cc([N+](=O)[O-])ccc1O)c1cccc([N+](=O)[O-])c1 returned Mdm2 MdmX PPI 5, UPR CHOP act 8.1, UPR XBP1 act -4, Gli-Sufu block -23, 697 NFkB inh -6, CXCR6 inh 2, CCR6 antag 15, EBI2 block 5 and Jurkat NFkB inh -15.
`Cc1cccc(C)c1OCc1cc(C(=O)N2CCNC(=O)C2)no1` gave Mdm2 MdmX PPI -1, UPR CHOP act -0.3, UPR XBP1 act -6, Gli-Sufu block -6, 697 NFkB inh -28, CXCR6 inh 0, CCR6 antag -3, EBI2 block -17 and Jurkat NFkB inh 15.
Cc1nn(-c2ccccc2)c(N2CCCC2)c1/C=N/n1cnc2scc(-c3ccccc3)c2c1=O was read as Mdm2 MdmX PPI 48, UPR CHOP act 5.5, UPR XBP1 act -1, Gli-Sufu block -5, 697 NFkB inh 12, CXCR6 inh 0, CCR6 antag 1, EBI2 block 1 and Jurkat NFkB inh 19.
`COc1cccc(NC(=O)CCNS(=O)(=O)c2ccc(Br)s2)c1` gave Mdm2 MdmX PPI -19, UPR CHOP act -1.2, UPR XBP1 act -1, Gli-Sufu block -3, 697 NFkB inh -2, CXCR6 inh -2, CCR6 antag 11, EBI2 block 13 and Jurkat NFkB inh -27.
Screening CCCC(=O)Nc1cccc(NC(=O)c2ccc3c(c2)OCCO3)c1 returned Mdm2 MdmX PPI 2, UPR CHOP act 7.1, UPR XBP1 act 2, Gli-Sufu block -24, 697 NFkB inh -27, CXCR6 inh -4, CCR6 antag 11, EBI2 block -3 and Jurkat NFkB inh -32.
Screening COc1cccc(CNC(=O)CN(C)S(=O)(=O)c2cnc[nH]2)c1 returned Mdm2 MdmX PPI -6, UPR CHOP act -2.5, UPR XBP1 act -1, 697 NFkB inh 3, CXCR6 inh -2, CCR6 antag 10, EBI2 block -5 and Jurkat NFkB inh 0.
`CCC(C(=O)OCC(=O)Nc1c(Cl)cc(Cl)cc1Cl)c1ccccc1` (configuration not stated) gave Mdm2 MdmX PPI 9, UPR CHOP act -2.0, UPR XBP1 act -1, Gli-Sufu block -11, 697 NFkB inh -3, CXCR6 inh 1, CCR6 antag 27, EBI2 block 8 and Jurkat NFkB inh -15.
`O=S(=O)(NNc1ncc(C(F)(F)F)cc1Cl)c1ccc(F)cc1F` gave Mdm2 MdmX PPI 9, UPR CHOP act 1.0, UPR XBP1 act 0, Gli-Sufu block -9, 697 NFkB inh -8, CXCR6 inh -3, CCR6 antag -16, EBI2 block -5 and Jurkat NFkB inh -6.
Cn1cc(Cc2ccccc2)c(=O)c(Cc2ccccc2)c1 was read as Gli-Sufu block 24, CXCR6 inh -3, CCR6 antag 3 and EBI2 block 3.
`Cc1ccccc1NC(=S)NC(=O)c1cc(-c2ccccc2)nc2ccccc12` gave Mdm2 MdmX PPI 29, UPR CHOP act -0.8, UPR XBP1 act -1, Gli-Sufu block -5, 697 NFkB inh 5, CXCR6 inh 29, CCR6 antag 56*, EBI2 block 8 and Jurkat NFkB inh 14.
Screening Cn1nc(C2CC2)cc1NC(=O)CC(CC(=O)O)c1ccccc1 (configuration not stated) returned Mdm2 MdmX PPI 13, UPR CHOP act -2.3, UPR XBP1 act 0, Gli-Sufu block -1, 697 NFkB inh -7, CXCR6 inh 2, CCR6 antag -2, EBI2 block -9 and Jurkat NFkB inh -18.

Taken from above for reference:
Cn1cc(Cc2ccccc2)c(=O)c(Cc2ccccc2)c1 was read as Gli-Sufu block 24, CXCR6 inh -3, CCR6 antag 3 and EBI2 block 3.
`Cc1ccccc1NC(=S)NC(=O)c1cc(-c2ccccc2)nc2ccccc12` gave Mdm2 MdmX PPI 29, UPR CHOP act -0.8, UPR XBP1 act -1, Gli-Sufu block -5, 697 NFkB inh 5, CXCR6 inh 29, CCR6 antag 56*, EBI2 block 8 and Jurkat NFkB inh 14.
Screening Cn1nc(C2CC2)cc1NC(=O)CC(CC(=O)O)c1ccccc1 (configuration not stated) returned Mdm2 MdmX PPI 13, UPR CHOP act -2.3, UPR XBP1 act 0, Gli-Sufu block -1, 697 NFkB inh -7, CXCR6 inh 2, CCR6 antag -2, EBI2 block -9 and Jurkat NFkB inh -18.

Next records follow.
Screening O=C(O)C12CC3CC(C1)CC(n1ncc(NCc4ccco4)c(Cl)c1=O)(C3)C2 returned Mdm2 MdmX PPI -2, UPR CHOP act -0.3, UPR XBP1 act -3, Gli-Sufu block 8, 697 NFkB inh 21, CXCR6 inh -4, CCR6 antag 11, EBI2 block 2 and Jurkat NFkB inh 3.
Screening COC(=O)c1ccc(C(=O)OC)c(NC(=O)CN2CCC(C)CC2)c1 returned Mdm2 MdmX PPI -18, UPR CHOP act 1.4, UPR XBP1 act -3, Gli-Sufu block 15, 697 NFkB inh 18, CXCR6 inh 6, CCR6 antag -1, EBI2 block 11 and Jurkat NFkB inh -12.
For CCOC(=O)C1=C(C)NC(=O)NC1c1ccc(F)cc1 (configuration not stated) the results were Mdm2 MdmX PPI 5, UPR CHOP act -0.3, UPR XBP1 act 2, Gli-Sufu block 13, 697 NFkB inh 15, CXCR6 inh 1, CCR6 antag -1, EBI2 block 1 and Jurkat NFkB inh 11.
For Cn1c(=O)c2c(SCC(=O)NCC3CCCO3)nc(-c3ccccc3Cl)nc2n(C)c1=O (configuration not stated) the results were Mdm2 MdmX PPI 36, UPR CHOP act 3.1, UPR XBP1 act -3, Gli-Sufu block 9, 697 NFkB inh 5, CXCR6 inh -16, CCR6 antag 4, EBI2 block 10 and Jurkat NFkB inh 8.
Screening CCOC(=O)Nc1n[nH]c(NC(=O)OCC)c1[N+](=O)[O-] returned Mdm2 MdmX PPI -14, UPR CHOP act -0.1, UPR XBP1 act 4, Gli-Sufu block 0, 697 NFkB inh 5, CXCR6 inh 9, CCR6 antag 14, EBI2 block -5 and Jurkat NFkB inh 3.
COc1cc(C=O)c(Br)cc1OCc1ccc(C)cc1 was read as Mdm2 MdmX PPI 6, UPR CHOP act 6.7, UPR XBP1 act 2, Gli-Sufu block -58, 697 NFkB inh -57, CXCR6 inh -1, CCR6 antag -3, EBI2 block -2 and Jurkat NFkB inh -58.
`CC(OC(=O)CCCOc1ccccc1)C(=O)NC(N)=O` (configuration not stated) gave Mdm2 MdmX PPI -1, UPR CHOP act -0.5, UPR XBP1 act 0, Gli-Sufu block -5, 697 NFkB inh -3, CXCR6 inh 5, CCR6 antag -8, EBI2 block 2 and Jurkat NFkB inh -5.
For CC(=O)Nc1ccc(S(=O)(=O)N(C)CC(=O)OCC(=O)N2CCCC2=O)cc1 the results were Mdm2 MdmX PPI 10, UPR CHOP act 1.2, UPR XBP1 act 0, Gli-Sufu block -8, 697 NFkB inh 1, CXCR6 inh -3, CCR6 antag 2, EBI2 block -1 and Jurkat NFkB inh 20.
CCCCNC(=O)C(=O)N/N=C/c1cccc(Br)c1 was read as Mdm2 MdmX PPI -15, UPR CHOP act 0.4, UPR XBP1 act 2, Gli-Sufu block -4, 697 NFkB inh 34, CXCR6 inh -8, CCR6 antag -9, EBI2 block 3 and Jurkat NFkB inh 6.
Screening O=C(CC(Nc1ccccc1)C(=O)O)c1ccccc1 (configuration not stated) returned Mdm2 MdmX PPI -83, UPR CHOP act 5.2, UPR XBP1 act -1, Gli-Sufu block -82, 697 NFkB inh -146, CXCR6 inh -3, CCR6 antag 0, EBI2 block -2 and Jurkat NFkB inh -117.
For COc1ccc(CN(C)C2CCN(C)CC2)cc1OC the results were Mdm2 MdmX PPI 21, UPR CHOP act 0.9, UPR XBP1 act -3, Gli-Sufu block 9, 697 NFkB inh 5, CXCR6 inh 4, CCR6 antag 13, EBI2 block -4 and Jurkat NFkB inh -27.
For CCO[C@@H]1OC(C(N)=O)=C[C@H](c2ccc3c(c2)OCO3)[C@H]1CCCO the results were Mdm2 MdmX PPI -45, UPR CHOP act 1.3, UPR XBP1 act -3, Gli-Sufu block -9, 697 NFkB inh -6, CXCR6 inh -9, CCR6 antag 8, EBI2 block 2 and Jurkat NFkB inh 5.
CC(=O)C1=C(O)C(=O)N(c2ccc(Br)cn2)C1c1cccc([N+](=O)[O-])c1 (configuration not stated) was read as Mdm2 MdmX PPI -21, UPR CHOP act 0.8, UPR XBP1 act 1, Gli-Sufu block 1, 697 NFkB inh -9, CXCR6 inh -8, CCR6 antag 9, EBI2 block 14 and Jurkat NFkB inh -17.
Screening CCOC(=O)C(Cc1ccccc1)NC(=O)Cn1nnc(-c2ccc(SC)cc2)n1 (configuration not stated) returned Mdm2 MdmX PPI -10, UPR CHOP act 0.9, UPR XBP1 act 1, Gli-Sufu block -2, 697 NFkB inh -8, CXCR6 inh -9, CCR6 antag -4, EBI2 block 42 and Jurkat NFkB inh -9.
`Cc1ccc(C(=O)NC(=O)CSc2ncccc2C(=O)O)cc1` gave Mdm2 MdmX PPI -37, UPR CHOP act 2.2, UPR XBP1 act 2, Gli-Sufu block 3, 697 NFkB inh 8, CXCR6 inh -5, CCR6 antag 19, EBI2 block 4 and Jurkat NFkB inh -10.
O=C(Nc1ccccc1)c1cc(N2CCOCC2)nc2ccccc12 was read as Mdm2 MdmX PPI 17, UPR CHOP act 1.3, UPR XBP1 act -1, Gli-Sufu block -1, 697 NFkB inh 14, CXCR6 inh -1, CCR6 antag 16, EBI2 block -1 and Jurkat NFkB inh 9.
`NC(=O)C1CCN(C(=O)C2(NC(=O)Nc3cccc(F)c3)CCCCC2)CC1` gave Mdm2 MdmX PPI -17, UPR CHOP act 1.5, UPR XBP1 act 0, Gli-Sufu block 22, 697 NFkB inh 11, CXCR6 inh -7, CCR6 antag -10, EBI2 block 1 and Jurkat NFkB inh 7.
`O=C(CCCCC(=O)Nc1c(I)cc(I)c(C(=O)O)c1I)Nc1c(I)cc(I)c(C(=O)O)c1I` gave Mdm2 MdmX PPI 7, UPR CHOP act -0.2, UPR XBP1 act -3, Gli-Sufu block 43, 697 NFkB inh -5, CXCR6 inh 2, CCR6 antag -7, EBI2 block -2 and Jurkat NFkB inh -3.
